Screening results from PubChem.
RAM network inh – inhibitors of the yeast RAM network, primary screen, dse1pr::URA3 reporter, 5-FOA selection. S. cerevisiae dse1pr::URA3 reporter, 5-FOA growth OD615, 2 d; analog-sensitive cbk1-as2 kinase mutant strain. inhibition, % at 50 µM. 190,000 compounds, 1.8% hits. AID 868, 2007;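 active = inhibition above a set limit, 3 SD over mean compound inhibition, cut at about 8.4% in these data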;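 also: 0% = DMSO-only wells with no growth and 100% = 10 µM 1-NA-PP1 full growth; inhibition rescues growth on 5-FOA so higher OD means more RAM inhibition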
FLuc inh counter – firefly luciferase enzyme inhibitors, primary screen, artefact control for luciferase-based inhibitor screens, biochemical, luminescence, ATPLite. Luciferin 4-monooxygenase (Photinus pyralis), P08659. 10 min. inhibition, % at 10 µM. 200,000 compounds, 1.5% hits;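 active = inhibition above about 50% when tested at 10 µM, limit read from the data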
Target sequence (P08659 whole entry, looked up): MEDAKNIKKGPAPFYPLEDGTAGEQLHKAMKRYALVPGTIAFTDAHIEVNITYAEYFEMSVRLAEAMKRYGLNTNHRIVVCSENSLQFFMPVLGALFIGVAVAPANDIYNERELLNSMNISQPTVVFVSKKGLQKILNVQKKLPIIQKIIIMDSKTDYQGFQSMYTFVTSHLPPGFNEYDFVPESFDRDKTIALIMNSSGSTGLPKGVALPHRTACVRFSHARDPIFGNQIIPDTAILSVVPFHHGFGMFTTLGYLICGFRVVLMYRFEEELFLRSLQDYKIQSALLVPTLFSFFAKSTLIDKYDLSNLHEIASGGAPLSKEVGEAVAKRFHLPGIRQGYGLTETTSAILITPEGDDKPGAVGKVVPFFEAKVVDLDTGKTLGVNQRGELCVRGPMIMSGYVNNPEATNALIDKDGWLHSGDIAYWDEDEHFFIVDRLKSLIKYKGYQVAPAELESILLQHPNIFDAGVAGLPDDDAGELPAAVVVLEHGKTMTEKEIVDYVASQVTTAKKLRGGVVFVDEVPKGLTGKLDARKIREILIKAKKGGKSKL
FLuc stim CS – FLuc activators, initial screening, artefact control for FLuc-dependent activation tests, biochemical, ATPlite luminescence. Luciferin 4-monooxygenase (Photinus pyralis), P08659. activation factor at 10 µM. 200,000 tested, under 10 active. ATPlite luciferase biochemical, 10 min; 0 = ATP-free wells, 1 = DMSO control;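 active = luciferase activation factor, scaled between plate controls, of at least 2 with compound at 10 µM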
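System: luciferase plus luciferin reagent, cell-free; medium: PBS as buffer for the ATP substrate; dosing: test compounds dosed from 2 mM stocks in 100% DMSO; timing: 10 min post-reagent at room temperature; measured by: luminescence measurement of luciferase light output; evaluation: luciferase activation, seen as luminescence increase over controls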
APP 5UTR inh – inhibitors of APP translation via 5'UTR reporter, primary screen, APP 5'UTR luciferase, SH-SY5Y cells. SH-SY5Y APP 5'UTR-luciferase reporter, luminescence. inhibition, % at 2 µM. 190,000 compounds, 0.82% hits;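 active = inhibition above a set limit, derived from the sample mean plus 3 SD, cut at about 45% in these data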; also: values of inactives mirror those of a sister screen read the other way
bIAP act – bovine intestinal alkaline phosphatase activators, primary screen, biochemical, bovine IAP, CDP-star luminescence; purified bovine IAP, 30 min; active compounds read high; fold of DMSO-control signal, blank-subtracted; activation factor at 20 µM; 200,000 compounds, 0.17% hits; AID 1016, 2008;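 active = activation factor of 2 or more at 20 µM, a signal rise over negative controls twice the positive control's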
TNAP inh hiacc – human TNAP enzyme inhibitors, primary screen, biochemical, luminescent, high phosphate acceptor level, uHTS. Alkaline phosphatase, tissue-nonspecific isozyme (Homo sapiens), P05186. purified TNAP, CDP-star luminescence, 1 M DEA. inhibition, % at 20 µM. 200,000 compounds, 0.03% hits. AID 1135, 2008;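 active = over 50% inhibition of tissue-nonspecific alkaline phosphatase at 20 µM in the single-dose screen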;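 also: plate controls were DMSO wells for no effect and EDTA-quenched wells as full inhibition for full effect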
Target sequence (P05186 whole entry, looked up): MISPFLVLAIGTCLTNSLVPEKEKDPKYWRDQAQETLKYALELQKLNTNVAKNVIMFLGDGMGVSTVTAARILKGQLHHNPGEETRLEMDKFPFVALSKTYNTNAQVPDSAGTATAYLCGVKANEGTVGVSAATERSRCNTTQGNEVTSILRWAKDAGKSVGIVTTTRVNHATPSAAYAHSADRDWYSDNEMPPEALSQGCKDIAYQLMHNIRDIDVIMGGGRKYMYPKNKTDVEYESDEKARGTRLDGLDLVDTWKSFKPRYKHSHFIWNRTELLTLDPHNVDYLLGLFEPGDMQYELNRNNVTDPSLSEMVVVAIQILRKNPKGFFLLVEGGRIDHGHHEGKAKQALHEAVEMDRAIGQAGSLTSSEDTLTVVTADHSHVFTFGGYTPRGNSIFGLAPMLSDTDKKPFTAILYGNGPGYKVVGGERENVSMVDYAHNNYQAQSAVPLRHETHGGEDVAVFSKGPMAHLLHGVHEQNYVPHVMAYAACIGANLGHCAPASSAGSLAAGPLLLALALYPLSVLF
TNAP act hi DEA – TNAP activators at high phosphate acceptor level, primary screen, biochemical, luminescence, uHTS; Alkaline phosphatase, tissue-nonspecific isozyme (Homo sapiens), P05186; purified TNAP, CDP-star luminescence, 1 M DEA, 30 min; active compounds read high; 0 = EDTA background, 1 = DMSO-only activity; activation factor at 20 µM; 200,000 tested, under 10 active; AID 1136, 2008;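 active = activation factor at least 2 at 20 µM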
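Test system – human TNAP · Doses – 20 µM single point · Incubation – 30 min, room temperature · Signal – luminescent substrate turnover signal · Read-out basis – activation factor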
bIAP inh – bovine intestinal alkaline phosphatase inhibitors, primary screen, selectivity assay for TNAP inhibitor project, biochemical, bovine IAP, CDP-star luminescence; inhibition, % at 20 µM; purified bovine IAP, 30 min; 190,000 tested, under 10 active;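 active = over 50% inhibition of intestinal alkaline phosphatase at 20 µM in the single-dose screen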
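Assay system – bovine IAP enzyme · Quantity – bovine IAP at 1/65,000,000 final dilution · Detection – CDP-star luminescence signal · Times – 30 min reaction at room temperature · Also added – CDP-star substrate at 30 µM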
TNAP inh noacc – human TNAP enzyme inhibitors, primary screen, biochemical, luminescent, no phosphate acceptor, uHTS; Alkaline phosphatase, tissue-nonspecific isozyme (Homo sapiens), P05186; purified TNAP, CDP-star luminescence, 30 min; inhibition, % at 20 µM; 200,000 compounds, 0.26% hits; AID 1012, 2008;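 active = tissue-nonspecific alkaline phosphatase inhibition above about 50% at 20 µM in the single-dose screen, limit read from the data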;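 also: 0% = DMSO negative control and 100% = EDTA positive control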
L major viab – Leishmania major promastigote growth inhibition, primary screen. Leishmania major promastigotes, resazurin fluorescence viability. inhibition, % at 10 µM. 200,000 compounds, 9% hits. AID 1063, 2008; in the data active = inhibition above about 50%;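 also: promastigotes grown with compound for 44 hours at 28 °C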
* hit, by the source's call; / = not tested or not shown.

mol,RAM network inh,FLuc inh counter,FLuc stim CS,APP 5UTR inh,bIAP act,TNAP inh hiacc,TNAP act hi DEA,bIAP inh,TNAP inh noacc,L major viab
O=C(Nc1ccccc1-c1ccccc1)c1cccs1,2.4,-6,1.1,-8,0.9,-1,1,13,-4,4
COc1ccc(N2CCN(CCNC(=O)CCN3C(=O)COc4ccccc43)CC2)cc1,-0.5,0,1,2,1,-4,1,-1,-4,-7
CCN(c1ccccc1)S(=O)(=O)c1ccc(Cl)c(NC(=O)CSc2n[nH]c(N)n2)c1,0.2,-5,1.1,-20,0.9,2,1,10,-21,-3
CC(=O)N/N=C/c1cc(C)n(-c2ccc(Br)cc2)c1C,0.4,-6,1.1,4,1.2,-2,1,-16,-19,-1
COC(=O)c1cc(C(=O)OC)cc(N2C(=O)CC(NNC(=O)c3ccc(C)cc3)C2=O)c1 (stereo not given),2.8,5,0.9,-8,0.4,-1,1,/,-10,-6
O=C(NC1CCCCCC1)C1CCN(S(=O)(=O)c2ccc(F)cc2)CC1,1.9,2,1,9,1,-2,1,3,-7,-9
COc1ccc(-c2nc(C#N)c(N3CCN(c4cccc(Cl)c4)CC3)o2)cc1OC,/,-2,1,/,1,1,1,0,-5,/
O=C(COc1ccc2ccccc2c1)N/N=C/c1ccccn1,0.2,6,0.9,-12,1.1,-5,1.1,-6,0,-1
Cc1cc(CC(=O)O)c(C)cc1CC(=O)O,1.2,0,1,6,1,-4,1,-2,-12,-4
O=C(CN1CCCCCC1)N/N=C/c1ccc(Cl)c(Cl)c1,2.0,1,1,7,1,1,1,5,-2,88*
CC(C)C1COC(c2cccn2Cc2ccccc2Cl)=N1 (stereo not given),1.4,-4,1,-3,0.9,5,0.9,9,1,-4
Cn1cc(/C=C(\C#N)C(=O)Nc2cccc([N+](=O)[O-])c2)c2ccccc21,5.4,-2,1,5,0.7,-1,1,33,-7,0
Cc1cc(C)c(S(C)(=O)=O)c(Sc2ccc(Cl)cc2)n1,-0.7,0,1,15,1,0,1,1,-4,-4
Brc1ccc(-c2nc(-c3ccccc3)no2)o1,1.6,25,0.7,-143,0.9,3,1,13,-6,-4
CC1(C(=O)Nc2nccs2)Cc2ccccc2C(=O)O1 (stereo not given),0.9,-9,1.1,-3,0.9,-5,1,6,-13,-1
C/C(=N\NC(N)=S)C1(C)CCCCC1,1.6,-2,1,-9,0.9,-3,1,8,-6,25
Cc1cccc(N2CN(Cc3ccco3)CNC2=S)c1C,1.3,-3,1,-11,0.8,3,1,21,0,-8
CCOC(=O)COc1cc2c(C(=O)OCC)c(C)oc2cc1Br,2.4,-7,1.1,-7,0.8,-5,1.1,22,-14,-4
Cc1c(-c2ccc(F)cc2)[n+](=O)c(-c2ccc(F)cc2)c(C)n1[O-],0.4,-4,1,2,0.9,-9,1.1,9,-2,-1
O=C(Nc1ccc(N2CCCCC2)c(Cl)c1)c1ncn[nH]1,2.1,57*,0.4,-6,1.1,-5,1,-10,-23,2
COc1ccccc1NC1=NC(c2ccc(Cl)cc2)N=C(N)N1 (stereo not given),1.0,-3,1,2,2.7*,-4,1,-170,-27,0
CCCCCC(C)NC(=O)c1ccoc1C (stereo not given),-0.1,-5,1,-15,1,-2,1,2,-9,-1
CCCn1c(SCC(=O)O)nc2ccccc21,-0.2,-3,1,-9,1,1,1,5,3,-7
CCCc1[nH]n(-c2nc3ccccc3s2)c(=O)c1C=NCCCN(CC)CC,1.2,2,1,-14,1,-7,1.1,-5,0,-2
CCN(Cc1ccccc1)Cc1cc(OC)cc(OC)c1,0.0,-8,1.1,-1,1,-7,1.1,2,-16,7
Cn1c(-c2ccccc2)cc(=O)c2ccccc21,0.0,-1,1,-4,0.9,-6,1.1,5,-17,-5
O=C(OCc1nc2ccccc2s1)c1cc2ccccc2oc1=O,2.3,-3,1,-29,0.9,4,1,13,19,-4
O=C(O)c1cc(Cl)c(Cl)cc1C(=O)N1CCCC1,-0.9,-5,1.1,-27,1,-4,1,-1,-11,-4
COc1ccc(CNC(C)C(=O)Nc2ccc3ccccc3c2)cc1OC (stereo not given),0.6,-3,1,10,1.1,0,1,-8,0,12
O=C(O)c1nn(-c2ccccc2)nc1-c1nn(-c2ccccc2)nc1C(=O)O,8.9*,2,1,13,1,1,1,3,-4,-9
CCOc1ccc(CCNC(=O)CCc2c(C)nc3ncnn3c2C)cc1OCC,0.0,-6,1.1,-1,1.1,-7,1.1,-9,-14,-5
Cc1cc(C(=O)C(=O)NC(C)C)c(C)n1-c1ccc([N+](=O)[O-])cc1,0.9,-7,1.1,4,1.1,-4,1,-9,-10,-1
COc1ccccc1NC(=O)Cn1cnc2c(nnn2-c2ccc(C)cc2)c1=O,6.1,1,1,-6,1,2,1,0,-2,-4
CC1(C)CC(=O)C2(CC3=C(CC(C)(C)CC3=O)O2)C(=O)C1,2.6,0,1,-11,1,-6,1.1,1,-14,-13
Clc1ccccc1-c1ncc2ccccn12,0.1,-7,1.1,-3,1.1,-3,1,-13,-3,-8
CCCCOc1ccc(Cl)cc1CSc1nnc(CC)n1N,-0.3,-4,1,6,1,0,1,4,-8,88*
CN1CCN(c2nc(-c3cccs3)cc(C(F)(F)F)n2)CC1,0.7,-9,1.1,-1,1,-4,1,-2,1,9
CCCOc1cc(C)c(S(=O)(=O)n2nnc3ccccc32)cc1C,2.4,-8,1.1,6,0.9,-3,1,9,-4,-5
C[C@H](NC(=O)NC1CCCc2ccccc21)C(=O)O (stereo not given in full),0.5,-9,1.1,-25,0.9,-6,1.1,5,-14,-8
CC(Sc1nnc(-c2ccc(Cl)cc2Cl)n1Cc1ccccc1)C(=O)Nc1nccs1 (stereo not given),3.1,-9,1.1,1,1,-5,1.1,-3,5,65*
COc1ccc(S(=O)(=O)N(CCN2CCOCC2)Cc2cc(OC)ccc2OC)cc1,0.9,0,1,-1,1,0,1,-2,-8,0
O=C(Nc1ncc2c(n1)CC(c1ccccc1)CC2=O)c1ccco1 (stereo not given),0.8,1,1,6,0.9,-2,1,6,-7,-2
O=C(O)CCCCCNC(=O)CCn1nnc2ccccc2c1=O,1.3,-7,1.1,-2,1,-10,1.1,-3,-10,-1
COc1cccc(C(=O)N2CCCc3ccccc32)c1,0.1,-8,1.1,9,0.9,-8,1.1,10,-17,0
O=c1[nH]c2ccc(S(=O)(=O)N3CCC(Cc4ccccc4)CC3)cc2o1,3.7,-11,1.1,-7,1,-7,1.1,0,4,-11
CC1CCc2ccc(F)cc2N1S(=O)(=O)c1cccs1 (stereo not given),2.3,-7,1.1,0,0.5,-5,1.1,/,-4,96*
COc1ccc(C(=O)N/N=C(\C)c2ccc3c(c2)C2C=CCC2C(c2ccccc2)N3)cc1 (stereo not given),5.6,-5,1.1,-8,0.8,2,1,16,-6,0
CCOc1cccc(C(=O)NNC(=O)CCC(=O)O)c1,0.7,-3,1,-7,1,-6,1.1,2,-10,0
O=C(NCc1ccccc1)c1cnsn1,/,0,1,-2,1,1,1,4,-4,-9
COc1cc(/C=N/N=C/c2cc(OC)c(O)c(OC)c2)cc(OC)c1O,1.2,14,0.9,3,0.9,20,0.8,10,12,-6
CCCCC(=O)Nc1ccc(C(=O)NN2C(=O)c3ccccc3C2=O)cc1,1.3,-6,1.1,2,0.9,2,1,10,-6,-5
COc1ccc(NC(=S)NCCCN2CCCC2=O)c(OC)c1,2.7,-5,1.1,-9,1,-5,1.1,4,-4,-3
N=C1C=CC=C2C1=NC1(CCCCC1)N2O,2.4,-4,1,9,0.6,8,0.9,42,11,4
O=C1c2cccc(OCC(=O)N3N=C(c4cccs4)CC3c3ccc(F)cc3)c2CCN1Cc1cccnc1 (stereo not given),1.8,-2,1,-16,1,1,1,1,-21,85*
CN1CCN(C(=O)CN2C(=O)CC(C)(C)S(=O)(=O)c3ccccc32)CC1,0.8,-4,1,-4,0.9,-1,1,9,-9,-1
CCOC(=O)c1ccc(CNCc2ccccc2)cc1,1.4,-5,1.1,-28,0.9,0,1,9,-19,100*
COc1ccc(C(=O)NC(=S)NCc2ccc(-c3nc4ccccc4o3)cc2)cc1OC,3.6,1,1,17,0.9,3,1,12,0,-2
CCCn1nnnc1NCc1ccccc1OCc1ccc(F)cc1,1.6,-4,1,-4,1,1,1,-3,-8,16
O/N=C1\CCc2cc(Cl)ccc21,-0.3,-5,1.1,13,0.8,-6,1.1,23,-5,-2
CC(=O)c1sc(N/N=C/c2cccc(O)c2)nc1C,3.5,16,0.8,-59,0.8,18,0.8,21,11,0

Going on with the list.
mol,RAM network inh,FLuc inh counter,FLuc stim CS,APP 5UTR inh,bIAP act,TNAP inh hiacc,TNAP act hi DEA,bIAP inh,TNAP inh noacc,L major viab
CC1CCC2C(C1)c1sc(=O)[nH]c1SC2(C)C (stereo not given),-1.2,-6,1.1,-4,0.9,3,1,11,-10,10
COc1ccc(C(=O)COC(=O)c2ccc(NC(=O)c3ccccc3)cc2)cc1,4.0,-7,1.1,-3,1,-2,1,2,-10,-6
Cc1ccc(NS(=O)(=O)c2cccc(C(=O)NCC3(N(C)C)CCCCC3)c2)cc1,1.1,-5,1.1,-33,1.1,-2,1,-9,-1,16
CCCC(=O)N1CCN(c2ccc(NC(=O)c3ccc(OCC)c([N+](=O)[O-])c3)cc2)CC1,3.2,-2,1,2,1,-1,1,0,-8,-4

Whole records, quoted from the list:
`Cc1ccc(NS(=O)(=O)c2cccc(C(=O)NCC3(N(C)C)CCCCC3)c2)cc1` is listed with RAM network inh = 1.1; FLuc inh counter = -5; FLuc stim CS = 1.1; APP 5UTR inh = -33; bIAP act = 1.1; TNAP inh hiacc = -2; TNAP act hi DEA = 1; bIAP inh = -9; TNAP inh noacc = -1; L major viab = 16
`COc1ccc(C(=O)COC(=O)c2ccc(NC(=O)c3ccccc3)cc2)cc1` is listed with RAM network inh = 4.0; FLuc inh counter = -7; FLuc stim CS = 1.1; APP 5UTR inh = -3; bIAP act = 1; TNAP inh hiacc = -2; TNAP act hi DEA = 1; bIAP inh = 2; TNAP inh noacc = -10; L major viab = -6

Compounds were not picked by outcome; 13% or so of the library scored in one or more.
